TcdB inh – blocks C. difficile toxin B glycohydrolase activity. P18177. TcdB glycohydrolase enzymatic assay, plate reader. actives 0.24% (n = 350,000). inhibition, % at 9.99 µM; in the data active = inhibition above about 10%
Target sequence (P18177 whole entry, looked up): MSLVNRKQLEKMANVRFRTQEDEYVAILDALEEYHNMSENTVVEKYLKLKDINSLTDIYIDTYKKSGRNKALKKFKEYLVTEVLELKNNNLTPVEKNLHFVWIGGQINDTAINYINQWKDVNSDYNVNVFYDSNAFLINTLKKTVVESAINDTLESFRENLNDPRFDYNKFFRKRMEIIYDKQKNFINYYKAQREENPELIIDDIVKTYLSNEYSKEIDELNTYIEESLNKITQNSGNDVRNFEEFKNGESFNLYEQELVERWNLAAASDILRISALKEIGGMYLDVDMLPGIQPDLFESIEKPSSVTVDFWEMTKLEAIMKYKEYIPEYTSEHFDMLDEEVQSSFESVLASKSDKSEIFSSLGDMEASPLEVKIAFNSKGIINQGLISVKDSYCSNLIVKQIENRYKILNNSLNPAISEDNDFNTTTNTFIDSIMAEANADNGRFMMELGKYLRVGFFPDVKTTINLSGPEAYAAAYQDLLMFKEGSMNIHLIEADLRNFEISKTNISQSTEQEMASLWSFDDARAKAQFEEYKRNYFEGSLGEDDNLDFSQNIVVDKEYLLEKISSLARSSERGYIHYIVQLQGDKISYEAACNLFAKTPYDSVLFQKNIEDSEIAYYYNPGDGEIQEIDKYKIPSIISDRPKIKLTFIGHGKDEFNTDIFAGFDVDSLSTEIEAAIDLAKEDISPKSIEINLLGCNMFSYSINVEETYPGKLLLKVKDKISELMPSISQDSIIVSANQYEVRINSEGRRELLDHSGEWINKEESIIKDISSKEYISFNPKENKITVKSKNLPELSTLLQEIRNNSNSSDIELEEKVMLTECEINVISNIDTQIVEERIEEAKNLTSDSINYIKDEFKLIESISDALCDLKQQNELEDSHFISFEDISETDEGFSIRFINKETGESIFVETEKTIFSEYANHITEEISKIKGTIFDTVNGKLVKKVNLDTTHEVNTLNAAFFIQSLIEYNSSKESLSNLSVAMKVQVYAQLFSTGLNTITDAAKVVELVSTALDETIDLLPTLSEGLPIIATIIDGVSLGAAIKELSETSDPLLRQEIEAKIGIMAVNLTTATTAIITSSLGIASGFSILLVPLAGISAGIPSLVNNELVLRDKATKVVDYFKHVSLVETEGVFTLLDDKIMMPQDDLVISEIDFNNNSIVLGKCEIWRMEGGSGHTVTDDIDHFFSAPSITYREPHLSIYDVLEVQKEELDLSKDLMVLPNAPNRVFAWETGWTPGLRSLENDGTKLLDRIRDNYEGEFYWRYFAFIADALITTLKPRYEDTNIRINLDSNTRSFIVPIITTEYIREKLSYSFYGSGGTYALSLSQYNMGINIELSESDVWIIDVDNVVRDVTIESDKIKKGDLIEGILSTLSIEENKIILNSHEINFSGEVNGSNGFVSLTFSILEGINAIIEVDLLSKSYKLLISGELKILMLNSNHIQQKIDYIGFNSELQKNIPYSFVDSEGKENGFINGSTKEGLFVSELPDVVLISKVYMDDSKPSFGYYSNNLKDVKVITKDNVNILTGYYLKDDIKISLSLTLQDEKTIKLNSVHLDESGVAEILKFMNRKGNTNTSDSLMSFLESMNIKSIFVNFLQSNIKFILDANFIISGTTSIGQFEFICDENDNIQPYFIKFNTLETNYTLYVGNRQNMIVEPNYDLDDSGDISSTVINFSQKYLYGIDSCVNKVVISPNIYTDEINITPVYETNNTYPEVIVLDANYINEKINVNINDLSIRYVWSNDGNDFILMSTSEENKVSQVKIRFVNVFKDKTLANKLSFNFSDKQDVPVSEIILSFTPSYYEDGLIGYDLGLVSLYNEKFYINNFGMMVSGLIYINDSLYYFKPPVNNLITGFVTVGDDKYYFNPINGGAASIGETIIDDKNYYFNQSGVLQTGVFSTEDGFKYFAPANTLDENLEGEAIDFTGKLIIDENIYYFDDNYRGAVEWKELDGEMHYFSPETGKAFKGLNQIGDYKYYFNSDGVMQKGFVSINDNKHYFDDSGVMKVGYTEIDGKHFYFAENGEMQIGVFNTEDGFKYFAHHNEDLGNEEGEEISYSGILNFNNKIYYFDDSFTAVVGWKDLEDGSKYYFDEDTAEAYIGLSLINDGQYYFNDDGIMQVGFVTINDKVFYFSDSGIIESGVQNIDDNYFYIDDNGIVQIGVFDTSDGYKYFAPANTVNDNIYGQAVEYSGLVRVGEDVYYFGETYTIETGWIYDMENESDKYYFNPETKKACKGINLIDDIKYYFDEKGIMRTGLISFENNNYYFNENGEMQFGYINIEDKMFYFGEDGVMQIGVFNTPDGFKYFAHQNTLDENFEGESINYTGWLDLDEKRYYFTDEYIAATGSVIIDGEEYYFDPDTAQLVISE
* marks the source's active call; other numbers are inactive results; & = joins results of further samples.

`CC(C)c1cn(CC[C@@H]2CC[C@H](NC(=O)c3cccc(F)c3)[C@@H](CO)O2)nn1` gave TcdB inh 1.2.
COc1cccc(NC(=O)N2C[C@H](O)COC[C@H]3O[C@@H](CC(=O)N(C)C)CC[C@@H]32)c1 was read as TcdB inh -1.7.
Cc1ccc(S(=O)(=O)Nc2ccc3c(c2)C(=O)N([C@@H](C)CO)C[C@H](C)[C@H](CN(C)Cc2ccncc2)OCCCC[C@@H](C)O3)cc1 was read as TcdB inh -0.5.
`O=C(C[C@H]1C=C[C@@H](NC(=O)Nc2ccc(F)cc2)[C@@H](CO)O1)NCCN1CCCC1` gave TcdB inh -0.1.
Screening COCC(=O)Nc1ccc2c(c1)OC[C@H](C)N(C(=O)COC)C[C@H](C)[C@@H](OC)CN(C)C2=O returned TcdB inh -0.2.
`CCS(=O)(=O)Nc1ccc2c(c1)C(=O)N(C)[C@H]1CC[C@H](CC(=O)N3CCCCC3)O[C@H]1CO2` gave TcdB inh -0.6.
For COc1ccc(S(=O)(=O)Nc2ccc3c(c2)[C@H]2C[C@H](CC(=O)O)O[C@H](CO)[C@H]2O3)cc1 the results were TcdB inh -0.6.
`O=C(C[C@H]1CC[C@H]2[C@@H](COC[C@@H](O)CN2S(=O)(=O)c2ccc(Cl)cc2)O1)NCCN1CCCC1` gave TcdB inh 0.7.
For C[C@@H]1CCCCO[C@H](CN(C)S(=O)(=O)c2cn(C)cn2)[C@H](C)CN([C@@H](C)CO)C(=O)c2cc(NS(=O)(=O)c3ccc(F)cc3)ccc2O1 the results were TcdB inh 0.5.
`O=C(C[C@@H]1C[C@H]2c3cc(NC(=O)C4CCOCC4)ccc3O[C@H]2[C@@H](CO)O1)NCc1ccc(Cl)cc1` gave TcdB inh -1.9.
`Cc1noc(C)c1S(=O)(=O)Nc1ccc2c(c1)C(=O)N([C@H](C)CO)C[C@H](C)[C@H](CN(C)C(=O)Nc1ccc(F)cc1)OCCCC[C@@H](C)O2` gave TcdB inh 0.0.
CO[C@H]1CN(C)C(=O)c2ccc(NC(=O)Nc3ccccc3F)cc2OC[C@@H](C)N(C(C)=O)C[C@@H]1C was read as TcdB inh -1.7.
`Cc1ccc(S(=O)(=O)Nc2ccc3c(c2)C(=O)N([C@H](C)CO)C[C@@H](C)[C@@H](CN(C)Cc2ccc(C(F)(F)F)cc2)OCCCC[C@@H](C)O3)cc1` gave TcdB inh -1.5.
C[C@@H]1CN([C@H](C)CO)C(=O)c2cc(-c3ccccc3F)cnc2O[C@H]1CN(C)C(=O)NC1CCCCC1 was read as TcdB inh 0.3.
`CC(C)NC(=O)N(C)C[C@@H]1Oc2cc(C#Cc3cccc(F)c3)ccc2S(=O)(=O)N([C@H](C)CO)C[C@@H]1C` gave TcdB inh 0.5.

Retrieved one by one from the list above (7):
COc1cccc(NC(=O)N2C[C@H](O)COC[C@H]3O[C@@H](CC(=O)N(C)C)CC[C@@H]32)c1 was read as TcdB inh -1.7.
`CC(C)c1cn(CC[C@@H]2CC[C@H](NC(=O)c3cccc(F)c3)[C@@H](CO)O2)nn1` gave TcdB inh 1.2.
`O=C(C[C@@H]1C[C@H]2c3cc(NC(=O)C4CCOCC4)ccc3O[C@H]2[C@@H](CO)O1)NCc1ccc(Cl)cc1` gave TcdB inh -1.9.
Cc1ccc(S(=O)(=O)Nc2ccc3c(c2)C(=O)N([C@@H](C)CO)C[C@H](C)[C@H](CN(C)Cc2ccncc2)OCCCC[C@@H](C)O3)cc1 was read as TcdB inh -0.5.
`O=C(C[C@H]1C=C[C@@H](NC(=O)Nc2ccc(F)cc2)[C@@H](CO)O1)NCCN1CCCC1` gave TcdB inh -0.1.
For COc1ccc(S(=O)(=O)Nc2ccc3c(c2)[C@H]2C[C@H](CC(=O)O)O[C@H](CO)[C@H]2O3)cc1 the results were TcdB inh -0.6.
`O=C(C[C@H]1CC[C@H]2[C@@H](COC[C@@H](O)CN2S(=O)(=O)c2ccc(Cl)cc2)O1)NCCN1CCCC1` gave TcdB inh 0.7.

(cont.)
`O=C(C[C@H]1CC[C@@H](NC(=O)Cc2ccccn2)[C@@H](CO)O1)NCCc1ccccc1` gave TcdB inh -0.1.
Screening Fc1ccc(-c2ccc(C3[C@@H]4CN(Cc5nccs5)C[C@H]3N4)cc2)cc1 (stereo not given in full) returned TcdB inh 0.7&0.7.
Screening COc1ccc(NC(=O)N(C)C[C@@H]2Oc3ncc(C#C[C@H](C)O)cc3C(=O)N([C@H](C)CO)C[C@@H]2C)cc1 returned TcdB inh -0.2.
Cc1ccc(-c2ccc3c(c2)O[C@@H](CN(C)CC2CC2)[C@@H](C)CN([C@@H](C)CO)S3(=O)=O)cc1 was read as TcdB inh 1.1.
`COc1ccc(NC(=O)N(C)C[C@H]2Oc3c(NC(=O)c4ccc(-c5nccs5)cc4)cccc3C(=O)N([C@@H](C)CO)C[C@H]2C)cc1` gave TcdB inh 0.6.
For CC(C)CC#Cc1cnc2c(c1)C(=O)N([C@@H](C)CO)C[C@H](C)[C@@H](CN(C)C(=O)Cc1ccncc1)O2 the results were TcdB inh 0.1.
COc1ccc(C#Cc2ccc3c(c2)[C@@H]2[C@@H](CCN2C(=O)C2CCC2)[C@@H](CO)N3)cc1 was read as TcdB inh 0.0.
`C[C@H]1CN([C@@H](C)CO)C(=O)Cc2cc(NS(C)(=O)=O)ccc2O[C@@H]1CN(C)Cc1ccc(-c2ccccc2)cc1` gave TcdB inh 0.9.
O=C(C[C@@H]1C=C[C@@H](NS(=O)(=O)c2ccc(F)cc2)[C@@H](CO)O1)NCc1ccc(Cl)c(Cl)c1 was read as TcdB inh 0.1.
Cc1noc(C)c1S(=O)(=O)Nc1ccc2c(c1)C(=O)N([C@@H](C)CO)C[C@@H](C)[C@@H](CN(C)S(=O)(=O)c1cn(C)cn1)OCCCC[C@@H](C)O2 was read as TcdB inh 0.6.
Screening COCC(=O)N1C[C@H](C)[C@@H](OC)CN(C)C(=O)c2ccc(NC(=O)c3ccc(F)cc3)cc2OC[C@H]1C returned TcdB inh -0.8.
`Cc1ccc(S(=O)(=O)N(C)C[C@H]2OCCCC[C@H](C)Oc3ccc(NC(=O)c4ccncc4)cc3C(=O)N([C@H](C)CO)C[C@H]2C)cc1` gave TcdB inh 0.0.
`O=C(O)[C@H]1[C@H](CO)[C@H]2Cn3c(ccc(-c4cncnc4)c3=O)[C@@H]1N2C(=O)NC1CCCC1` gave TcdB inh 0.3.
CC(C)NC(=O)N[C@@H]1CC[C@@H](CCn2cc(-c3ccccc3)nn2)O[C@H]1CO was read as TcdB inh -0.1.
COc1ccc(NC(=O)N2CCCCN3[C@H](CO)[C@@H](c4ccc(-c5ccccc5F)cc4)[C@@H]3C2)cc1 was read as TcdB inh -0.1.
C[C@H]1CN([C@@H](C)CO)S(=O)(=O)c2ccc(-c3cccc(C#N)c3)cc2O[C@@H]1CN(C)Cc1ccccn1 was read as TcdB inh 0.4.
`COc1ccc(NC(=O)Nc2ccc3c(c2)[C@H]2C[C@@H](CC(=O)N[C@@H](C)c4ccccc4)O[C@H](CO)[C@H]2O3)cc1` gave TcdB inh -1.2.
Screening C[C@@H]1CCCCO[C@H](CN(C)Cc2ccccc2)[C@@H](C)CN([C@@H](C)CO)C(=O)c2cc(NS(=O)(=O)c3ccc(Cl)cc3)ccc2O1 returned TcdB inh 0.8.
For COc1ccc(NC(=O)N(C)C[C@H]2Oc3ccc(NS(=O)(=O)c4cn(C)cn4)cc3C(=O)N([C@@H](C)CO)C[C@H]2C)cc1 the results were TcdB inh -1.7.
Screening C[C@@H]1CN([C@H](C)CO)S(=O)(=O)c2ccc(-c3ccc(C#N)cc3)cc2O[C@H]1CN(C)Cc1cccc(F)c1 returned TcdB inh 0.6.
C[C@H]1CCCCO[C@@H](CN(C)Cc2ccc(C(F)(F)F)cc2)[C@@H](C)CN([C@@H](C)CO)C(=O)c2cc(NS(=O)(=O)c3ccc(Cl)cc3)ccc2O1 was read as TcdB inh 0.5.
Screening COc1ccc(S(=O)(=O)N2CC[C@@H]3[C@@H](CO)Nc4ccc(C#Cc5cccnc5)cc4[C@@H]32)cc1 returned TcdB inh 0.5.
Screening C[C@H](O)C#Cc1ccc([C@H]2[C@@H](CO)N3CCCCN(C(=O)c4ccc(F)cc4)C[C@@H]23)cc1 returned TcdB inh -0.1.
`C[C@@H]1CN([C@@H](C)CO)C(=O)c2cccc(NC(=O)NC3CCCCC3)c2O[C@@H]1CN(C)C` gave TcdB inh -0.1.
COc1cccc(S(=O)(=O)Nc2ccc3c(c2)[C@@H]2C[C@@H](CC(=O)NCc4ccccc4F)O[C@@H](CO)[C@@H]2O3)c1 was read as TcdB inh -0.6.
`C[C@H](CO)N1C[C@H](C)[C@H](CN(C)S(=O)(=O)c2ccccc2)OCCCC[C@H](C)Oc2ccc(NS(=O)(=O)c3ccc(F)cc3)cc2C1=O` gave TcdB inh -18.
For O=C(C1CCCCC1)N1CC2(C1)[C@H](c1ccccc1)[C@@H](CO)N2Cc1ccccc1F the results were TcdB inh -4.0.
`O=C(NC1CCCC1)N1CCCCN2[C@H](CO)[C@H](c3ccc(/C=C/c4ccccc4)cc3)[C@H]2C1` gave TcdB inh 1.5.
Screening COc1cccc(-c2ccc([C@H]3[C@@H](CO)N4CCCCN(Cc5cncnc5)C[C@H]34)cc2)c1 returned TcdB inh -0.4.
OC[C@H]1Nc2ccc(-c3ccccc3)cc2[C@@H]2[C@H]1CCN2Cc1ccccc1F was read as TcdB inh 1.7.
For Cc1noc(C)c1NC(=O)N[C@H]1CC[C@H](CC(=O)N2CCN(C)CC2)O[C@@H]1CO the results were TcdB inh -0.1.
Screening COc1ccc(-c2ccc3c(c2)[C@@H]2[C@@H](CCN2C(=O)C2CC2)[C@@H](CO)N3C)cc1 returned TcdB inh -0.1.
Screening C[C@H](CO)N1C[C@H](C)[C@@H](CN(C)Cc2ccc(Oc3ccccc3)cc2)Oc2ccc(NC(=O)Nc3ccc(C(F)(F)F)cc3)cc2C1=O returned TcdB inh -1.3.
C[C@@H]1CN([C@@H](C)CO)C(=O)Cc2cc(NC(=O)Nc3ccc(C(F)(F)F)cc3)ccc2O[C@@H]1CN(C)C was read as TcdB inh 1.0.
`C[C@@H]1CN([C@@H](C)CO)C(=O)c2cc(NS(=O)(=O)c3cn(C)cn3)ccc2O[C@@H](C)CCCCO[C@H]1CN(C)C(=O)C1CCCCC1` gave TcdB inh -0.4.
Screening C[C@@H]1CCCCO[C@H](CN(C)S(=O)(=O)c2ccccc2)[C@@H](C)CN([C@@H](C)CO)C(=O)c2cc(NS(=O)(=O)c3cccs3)ccc2O1 returned TcdB inh -0.2.
Screening COC(=O)C[C@H]1C=C[C@H](NS(=O)(=O)c2ccc(OC)cc2)[C@H](CO)O1 returned TcdB inh 0.7.
Screening COc1ccc(-c2ccc3c(c2)[C@@H]2[C@@H](CCN2S(=O)(=O)c2ccccc2C)[C@H](CO)N3)cc1 returned TcdB inh 1.0.
For C[C@@H]1CCCCO[C@@H](CN(C)C(=O)Nc2ccc(C(F)(F)F)cc2)[C@@H](C)CN([C@H](C)CO)C(=O)c2cc(N(C)C)ccc2O1 the results were TcdB inh -5.2.
Screening COc1ccc(S(=O)(=O)Nc2ccc3c(c2)C(=O)N([C@H](C)CO)C[C@@H](C)[C@H](CN(C)S(=O)(=O)c2ccc(Cl)cc2)OCCCC[C@@H](C)O3)cc1 returned TcdB inh 0.6.
COCC#Cc1ccc2c(c1)O[C@@H](CN(C)Cc1cccnc1)[C@H](C)CN([C@@H](C)CO)S2(=O)=O was read as TcdB inh 0.2.
CCNC(=O)[C@H]1[C@H](CO)[C@H]2Cn3c(ccc(/C=C/c4ccccc4)c3=O)[C@@H]1N2 was read as TcdB inh 1.1.
For COc1ccc2c3c([nH]c2c1)[C@@H](CO)N(Cc1ccccc1F)CC31CCN(C(=O)C2CCC2)CC1 the results were TcdB inh 0.4.
Screening C[C@@H]1CN([C@@H](C)CO)C(=O)c2cccc(NC(=O)Nc3cccc4ccccc34)c2O[C@H]1CN(C)S(=O)(=O)c1ccc(Cl)cc1 returned TcdB inh -0.5.
Cc1ccc(-c2ccc3c(c2)O[C@@H](CN(C)C(=O)NC(C)C)[C@H](C)CN([C@H](C)CO)S3(=O)=O)cc1 was read as TcdB inh 0.7.
For C[C@@H]1CN([C@@H](C)CO)S(=O)(=O)c2ccc(C#CC3CC3)cc2O[C@H]1CN(C)C(=O)c1cnccn1 the results were TcdB inh 0.4.
`C[C@H](CO)N1C[C@H](C)[C@@H](CN(C)C(=O)Nc2ccccc2)OCCCC[C@H](C)Oc2ccc(NS(=O)(=O)c3cccs3)cc2C1=O` gave TcdB inh 0.0.
For C[C@H](CO)N1C[C@H](C)[C@@H](CN(C)Cc2ccc3c(c2)OCCN3C)OCc2ccccc2-c2c(n(C)c3ccccc23)C1=O the results were TcdB inh 1.3.
CC(C)NC(=O)N(C)C[C@@H]1Oc2ncc(-c3ccccc3F)cc2C(=O)N([C@H](C)CO)C[C@H]1C was read as TcdB inh 0.2.
Screening COc1ccc2c3c([nH]c2c1)[C@@H](CO)N(C(=O)c1ccc(F)cc1)CC31CN(S(=O)(=O)c2cccs2)C1 returned TcdB inh -0.3.
For Cc1noc(C)c1S(=O)(=O)Nc1ccc2c(c1)C(=O)N([C@@H](C)CO)C[C@@H](C)[C@H](CN(C)Cc1ccccc1)O2 the results were TcdB inh -0.4.
`C[C@H]1CN([C@@H](C)CO)C(=O)c2cc(NC(=O)Nc3ccccc3)ccc2O[C@@H]1CN(C)Cc1ccc(C(=O)O)cc1` gave TcdB inh 1.9.
COCC(=O)N1[C@H](CO)[C@H](c2ccccc2-c2cccc(F)c2)[C@@H]1C#N was read as TcdB inh -0.4.
O=C(N[C@@H]1CC[C@@H](CCn2cc(-c3ccccn3)nn2)O[C@@H]1CO)c1ccncc1 was read as TcdB inh 1.0.
CCC(=O)Nc1ccc2c(c1)C(=O)N(C)[C@@H]1CC[C@H](CC(=O)NCCc3ccncc3)O[C@H]1CO2 was read as TcdB inh 0.6.

High-throughput results from PubChem BioAssay.

An excerpt; the hit share may differ from the screen's.
